# Myeloid diff MLP – promotes myeloid progenitor differentiation; calls only at 10 µM; 360,000 compounds, 1% hits; ER-HoxA9 myeloid progenitors, lysozyme-GFP differentiation, flow cytometry; AID 624256;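 active means normalized GFP-positive differentiation at or above the plate's own cutoff, the solvent-only control mean plus 3 SD; inconclusive means no clear call, values can overlap the other calls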;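 further: cells exposed to compound for four days before flow analysis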
# Myeloid diff MLP GFP+ MAC1+ % – also measured in Myeloid diff MLP; calls as there; GFP+ MAC1+ double positive, %; measured here: differentiation confirmed by MAC1 staining
# Starred values were filed as active, the others as inactive; i = inactive; ? = inconclusive; . = not tested or not shown. A portion of the library (hit frequency here may not be typical).
Structure	Myeloid diff MLP	Myeloid diff MLP GFP+ MAC1+ %
COC(=O)C[C@H]1C=C[C@@H](NC(=O)Nc2cccc(OC)c2)[C@@H](CO)O1	i	1.0
CCCc1c(O)nc(SC2CC(=O)N(c3ccc(C)c(Cl)c3)C2=O)[nH]c1=O (stereo unspecified)	i	0.0
CC(C)(C)OC(=O)N1CCc2onc(-c3ccccc3[N+](=O)[O-])c2C1=O	i	3.4
COc1ccc(-c2ccc(C(=O)Nc3ccc4c(c3)OCO4)c3occc23)c(C)c1	i	1.7
O=C(/C=C/[C@H]1O[C@@H](n2ccc(=O)[nH]c2=O)[C@H](O)[C@@H]1O)NCCN1CCCC1	i	1.0
O=C(C[C@@H]1C=C[C@@H](NC(=O)Nc2cccc(F)c2)[C@@H](CO)O1)NCC1CCCCC1	i	2.1
Cc1ccc(S(=O)(=O)N2C[C@H]3C(=O)C[C@@H](c4ccccc4)N(S(=O)(=O)c4ccc(C)cc4)[C@H]3C[C@H]2c2cccc3ccccc23)cc1	i	0.8
CC(C)C[C@H]1CN([C@@H](CC(C)C)CN2CCC[C@H]2CN2C(=O)C(=O)NC[C@@H]2Cc2ccc(O)cc2)C(=O)C(=O)N1CC1CCCCCC1	i	1.0
O=C(NC(c1ccccc1)c1ccsc1)C1CCN(Cc2ccc(Cl)c(Cl)c2)CC1 (stereo unspecified)	i	0.4
CC1(C(=O)NS(=O)(=O)c2ccc(F)cc2F)CCN1C(=O)Cc1cccc2ccccc12 (stereo unspecified)	i	0.3
CC(C)NC(=S)NNc1ncnc2sc3c(c12)CC(C)(C)OC3	i	0.0
O=C(NCCN1CCC(n2c(=O)[nH]c3ccccc32)CC1)c1cccnc1Cl	i	1.1
CCOC1=C2[C@@H](CN(S(=O)(=O)c3ccc(C)cc3)[C@H]2c2ccccc2F)[C@H]2C(=O)N(CC)C(=O)[C@H]2C1	i	0.6
OC[C@@H]1CN(CCc2ccccc2)C[C@H](n2cnc3c(N4CCOCC4)ncnc32)O1	i	1.9
CC(C)NC(=O)c1cc(C2CCCCN2S(=O)(=O)c2ccc(C#N)cc2)on1 (stereo unspecified)	i	0.5

# More compounds.
Structure	Myeloid diff MLP	Myeloid diff MLP GFP+ MAC1+ %
O=C(NC(c1ccc(Cl)cc1)c1ccsc1)C1CCN(CCOc2ccc(Cl)cc2)CC1 (stereo unspecified)	i	0.5
COc1ncccc1C(=O)Nc1c(-c2ccccc2)[nH][nH]c1=O	i	1.6
COc1cc(OC)nc(Nc2nc(C(N)Cc3ccc(F)cc3)cs2)n1 (stereo unspecified)	i	1.2
CCCC(=O)N1CCC1(C)C(=O)Nc1cc(OC)ccc1OC (stereo unspecified)	i	1.0
CN(C)/C=C1\C(=O)Oc2ccccc2C1=O	i	1.1
Cc1c(COc2ccc3ccccc3c2)nnn1CC(=O)NS(=O)(=O)c1ccccc1C(F)(F)F	i	1.0
CCOC(=O)C1=C[C@@H](C(C)C)N(S(=O)(=O)c2ccc(C)cc2)[C@H]1c1ccc(C(F)(F)F)cc1	i	0.6
CCOC(=O)N1CCN(C(=O)C[C@@H]2C[C@@]3(C(=O)OCC)CCCC=C3N(Cc3ccc4c(c3)OCO4)C2=O)CC1	i	1.0
COc1ccc(C(=O)N2CCC2(C)C(=O)O)cc1F (stereo unspecified)	i	0.7
CCOc1ccc(CCN2C(=O)C(=O)N([C@@H](CC(C)C)CN3CCC[C@H]3CN3C(=O)C(=O)NC[C@@H]3Cc3ccccc3)C[C@@H]2Cc2ccccc2)cc1	i	1.0
CCc1nc2c(OCc3c(C)noc3C)cccn2c1N(C)C(=O)c1ccccc1F	i	0.4
CCOC(=O)[C@]12CCCC=C1N(CCC1=CCCCC1)C(=O)[C@H](CC(=O)NCCCOC)C2	i	2.8
COc1cc(NC(=O)Nc2nc(C(N)C(C)C)cs2)cc(OC)c1OC (stereo unspecified)	i	0.7
COc1cc(N(C)C)ccc1[C@]1(O)C(=O)N(C)c2ccc(Br)cc21	i	2.6
CCOC(=O)[C@]12CCCC=C1N(Cc1ccc(Cl)cc1Cl)C(=O)[C@H](CC(=O)NCCCOC)C2	i	0.0

# More results.
Structure	Myeloid diff MLP	Myeloid diff MLP GFP+ MAC1+ %
COC[C@@H]1CCCN1[C@H]1CS(=O)(=O)N[C@@H]1COCc1ccccc1	i	2.3
CC(C)C(C(=O)NC1CCCC1)N1CCC(O)(c2ccc(Cl)cc2)CC1 (stereo unspecified)	i	1.5
CCOc1ccc(CCN2C(=O)C(=O)N([C@@H](CC(C)C)CN3CCC[C@H]3CN3C(=O)C(=O)NC[C@@H]3Cc3ccc(O)cc3)C[C@@H]2Cc2ccccc2)cc1	i	0.9
O=C(Nc1nnc([C@H]2C[C@H](O)[C@@H](CO)O2)s1)NC(c1ccccc1)c1ccccc1	i	0.4
COc1ccc(NC(=O)c2cc(C3CCCCN3C(=O)c3ccc4c(c3)CCO4)on2)c(C)c1 (stereo unspecified)	i	1.2
CC(C)n1nnnc1C1c2ccccc2C(=O)N1CCOc1ccccc1 (stereo unspecified)	i	0.3
O=C(C(=NNc1ccccc1)C(=S)Nc1ccccc1)c1ccccc1	i	0.6
COC(=O)[C@@]12C[C@@H](CC(=O)NCc3cccs3)C(=O)N(Cc3ccccc3)C1=CCC(C)(C)C2	i	2.9
O=C(Nc1ccc(F)c(Cl)c1)c1cc(C2CCCCN2C(=O)c2ccc3c(c2)CCO3)on1 (stereo unspecified)	i	1.2
O=C1O[C@@H](c2ccccc2)C[C@@H](O)C(=O)CCc2ccccc21	i	2.1
Cc1cccc(C)c1N1C(=O)c2ccccc2NC(=O)C1C(=O)Nc1ccc2c(c1)OCCO2 (stereo unspecified)	i	1.5
CNc1cncc(-c2ccc(OC)cc2)n1	i	1.8
O=C1OC(C(Cl)(Cl)Cl)Nc2ccccc21 (stereo unspecified)	i	1.0
CC(=O)c1cccc(-c2ccnc3c2CC(C(=O)Nc2ccccc2)O3)c1 (stereo unspecified)	i	0.5
CCC(=O)N1CCCC(C)(C(=O)Nc2ccc(OC)c(F)c2)C1 (stereo unspecified)	i	1.6

# (listing goes on)
Structure	Myeloid diff MLP	Myeloid diff MLP GFP+ MAC1+ %
CC1(C(=O)Nc2ccc3c(c2)OCCO3)CSCC(=O)N1CCCn1ccnc1 (stereo unspecified)	i	1.8
CCCCCCCCN1C(=O)[C@H](CC(=O)N2CCOCC2)C[C@@]2(C(=O)OCC)CCCC=C12	i	1.7
Cc1ccc(-c2cnc3cccnn23)cc1F	i	1.3
OC(c1ccccc1)c1ncc(-c2ccc(Cl)cc2)[nH]1 (stereo unspecified)	i	0.2
Cc1cc2nc(-c3ccccc3Br)n(/C=C(\c3ccccc3)n3c(=O)[nH]c4ccccc43)c2cc1C	i	1.6
O=C1C2C3CC(C(Br)C3Br)C2C(=O)N1c1nccs1 (stereo unspecified)	i	0.3
CCCCNC(=O)C1(C)CCN1C(=O)c1cc(OC)ccc1Br (stereo unspecified)	i	2.1
COc1ccc(NC(=O)C2(C)Cc3c(-c4ccccc4)ccnc3O2)cn1 (stereo unspecified)	i	0.4
Cc1ccc(-c2nc3ccc(C)cn3c2CC2CCCCC2)cc1	i	0.6
CN(C)c1ccc(-c2csc(C(C)(O)c3ccc(F)c(F)c3)n2)cc1 (stereo unspecified)	i	1.5
CC(=O)Nc1ccc(C(=O)N2CCCCC2c2cc(C(=O)Nc3ccccc3Cl)no2)cc1 (stereo unspecified)	i	1.2
O=S1(=O)CC(N2CC=CC2)CN1Cc1cn(Cc2ccc(Cl)cc2)nn1 (stereo unspecified)	i	1.3
CNc1nc(-c2cccc(C(=O)N(C)C)c2)cn2ccnc12	i	2.4
COc1ccc(Cl)cc1Cn1c(C)c(C(=O)NCc2ccc(C#N)cc2)sc1=O	i	2.8
CS(=O)(=O)c1ccc(Nc2nc(C(N)c3ccccc3Cl)cs2)cc1 (stereo unspecified)	i	1.5

# Next part:
Structure	Myeloid diff MLP	Myeloid diff MLP GFP+ MAC1+ %
Cc1ccc2ccccc2c1C(O)c1ncc(-c2ccc(F)cc2)[nH]1 (stereo unspecified)	i	0.4
CC(CCc1ccccc1)NC(=O)CCC1CCCC1 (stereo unspecified)	i	0.7
Oc1ccc(C[C@@H](CN2CCC[C@@H]2CN2C(=S)NC[C@@H]2Cc2ccccc2)N2C[C@H](Cc3ccccc3)N(CCc3ccccc3)C2=S)cc1	i	2.1
CCOC(=O)C1=CCN(S(=O)(=O)c2cccc(Cl)c2)C1c1ccc(F)cc1 (stereo unspecified)	i	1.5
Cc1nc(C(F)(F)F)ccc1C(=O)N1CCC1(C)C(=O)NS(=O)(=O)c1ccc2ccccc2c1 (stereo unspecified)	i	0.3
CC(=O)NCCNc1nc2cc(-c3ccccc3C)sc2c(=O)n1C	i	0.5
CCc1nc2ccc(C(=O)N(C)CCCN(C)C)cn2c1N(C)CCCc1ccccc1	i	1.1
O=C(NC(c1ccc(Cl)cc1)c1ccsc1)C1CCN(Cc2ccc(Oc3ccccc3)cc2)CC1 (stereo unspecified)	i	1.4
O=C(Nc1cccnc1)C1Cc2c(-c3ccccc3Oc3ccccc3)ccnc2O1 (stereo unspecified)	i	0.9
c1ccc(CNc2nc(NCCc3ccncc3)c3sccc3n2)cc1	i	1.0
CC1(c2nnnn2-c2ccc3c(c2)OCCO3)CCC(=O)N1CC1CCCCC1 (stereo unspecified)	i	0.3
Cn1[nH]c2c(c1=O)[C@H](c1ccc(F)cc1)O[C@H](CCc1ccccc1)C2	i	0.6
CC(C)c1ccc([C@@H]2O[C@H](C)CC3=C2C(=O)OC(C)(C)O3)cc1	i	0.9
CCCOc1ccc(F)cc1-c1cc(C(=O)NCc2ccccc2)[nH]n1	i	1.3
COC(=O)N1CCCCC1c1cc(C(=O)N2CCOCC2)no1 (stereo unspecified)	i	0.8

# An excerpt of these results, field by field:
> c1ccc(CNc2nc(NCCc3ccncc3)c3sccc3n2)cc1
  Myeloid diff MLP: i | Myeloid diff MLP GFP+ MAC1+ %: 1.0
> CC1(c2nnnn2-c2ccc3c(c2)OCCO3)CCC(=O)N1CC1CCCCC1 (stereo unspecified)
  Myeloid diff MLP: i | Myeloid diff MLP GFP+ MAC1+ %: 0.3
> Cn1[nH]c2c(c1=O)[C@H](c1ccc(F)cc1)O[C@H](CCc1ccccc1)C2
  Myeloid diff MLP: i | Myeloid diff MLP GFP+ MAC1+ %: 0.6
> CC(C)c1ccc([C@@H]2O[C@H](C)CC3=C2C(=O)OC(C)(C)O3)cc1
  Myeloid diff MLP: i | Myeloid diff MLP GFP+ MAC1+ %: 0.9

# Following part:
Structure	Myeloid diff MLP	Myeloid diff MLP GFP+ MAC1+ %
OC[C@@H]1CN(Cc2ccc(Cl)cc2)C[C@H](n2cnc3c(NCc4ccco4)ncnc32)O1	i	0.7
Cc1ccccc1-c1ccc(CN2C(C)C(=O)N(Cc3cn(Cc4ccco4)nn3)CCS2(=O)=O)cc1 (stereo unspecified)	i	1.1
Cc1cc(C)cc(-n2c3ccc(NC(=S)NC4CCCCC4)cc3c(=O)n2C)c1	i	2.3
CCc1nc2ccc(C(=O)NCCOc3ccc(OC)cc3)cn2c1N(CCN(C)C)CC1CC1	i	1.4
CC(C(=O)NC1CCCC1)n1c(-c2ccncc2)nc2ccccc21 (stereo unspecified)	i	1.7
CC(C)(C)c1ccc(C(O)c2ncc(-c3cccc(F)c3)[nH]2)cc1 (stereo unspecified)	i	0.7
COC(=O)C1=CN(c2cccc(OCc3ccccc3)c2)C(N)=C(C#N)C1c1cccc(OC)c1OC (stereo unspecified)	i	2.3
CCOC(=O)C1CCCN(C(=O)c2ccc3c(c2)C(C)(C)CCC3(C)C)CC1 (stereo unspecified)	i	1.2
OC[C@@H]1CN(Cc2ccc3c(c2)OCO3)C[C@H](n2cnc3c(N4CCOCC4)ncnc32)O1	i	1.4
CC1=C(C(=O)N(C(C)C)C(C)C)CC(CC(=O)NCc2ccco2)C(=O)N1Cc1ccccc1 (stereo unspecified)	i	1.1
Cc1nc2ccccc2n1C(C)c1nc2ccccc2n1CC(=O)c1ccc(OC(F)(F)F)cc1 (stereo unspecified)	i	0.7
O=C(Nc1nnc([C@H]2C[C@H](O)[C@@H](CO)O2)s1)Nc1cccc(Cl)c1Cl	i	0.2
CC(C)NC(=O)C1C(c2ccc(C(F)(F)F)cc2)=Nc2ccccc2N1C(=O)c1cccc(C(F)(F)F)c1 (stereo unspecified)	i	2.0
O=C(NC1CCCCC1)C(c1ccnc2ccccc12)N1CCc2ccccc2C1 (stereo unspecified)	i	1.2
O=C(NCC(F)(F)F)c1ccc2sc([C@H]3C[C@H](O)[C@@H](CO)O3)nc2c1	i	1.3

# Reformatted: results already given
> CC1=C(C(=O)N(C(C)C)C(C)C)CC(CC(=O)NCc2ccco2)C(=O)N1Cc1ccccc1 (stereo unspecified)
  Myeloid diff MLP = i; Myeloid diff MLP GFP+ MAC1+ % = 1.1

> Cc1nc2ccccc2n1C(C)c1nc2ccccc2n1CC(=O)c1ccc(OC(F)(F)F)cc1 (stereo unspecified)
  Myeloid diff MLP = i; Myeloid diff MLP GFP+ MAC1+ % = 0.7

# The listing continues:
Structure	Myeloid diff MLP	Myeloid diff MLP GFP+ MAC1+ %
CC(=O)NC(c1ccccc1)c1nc(-c2cccs2)cs1 (stereo unspecified)	i	0.3
CC(C)(C)S(=O)(=O)/C(C#N)=C/c1cccn1S(=O)(=O)c1ccccc1	i	0.8
COCCNC(=O)C1(C)CCN(C(=O)c2cc(C(C)(C)C)nn2C)C1 (stereo unspecified)	i	0.3
CC(=O)Nc1cccc(-c2ccnc3c2CC(C)(C(=O)NCc2cccs2)O3)c1 (stereo unspecified)	?	.
CC1(c2nnnn2-c2ccc3c(c2)OCCO3)CCC(=O)N1CCOc1ccccc1 (stereo unspecified)	i	1.3
CN(C)c1cccc(CNC(=O)c2csc([C@H]3C[C@H](O)[C@@H](CO)O3)n2)c1	i	1.6
CS(=O)(=O)Nc1ccc(-c2cnc3cccnn23)cc1	i	0.5
CSc1ccc(Cn2c(C)c(C(=O)NCc3ccc(C(C)C)cc3)sc2=O)cc1	i	4.5
